From PubChem
zVAD death inh = inhibitors of zVAD-triggered necroptosis, primary screen, L929 cells; L929 zVAD necroptosis rescue, ATP luminescence, 24 h; with zVAD 60 µM; viability rescue, % at 10 µM; actives 0.38% (n = 220,000);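 active = activation, scaled between plate controls, above about 75%, limit read from the data; inactive = activation under that limit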;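 also: 0% = zVAD with DMSO and 100% = DMSO alone without zVAD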
PERK inhibitor = block of dimerizer-induced PERK translation repression, primary screen, PERK inhibitor project, CHO PERK-DD cells, SEAP luminescence, HTS; Eukaryotic translation initiation factor 2-alpha kinase 3 (Homo sapiens), Q9NZJ5; CHO PERK-DD fusion, SEAP luminescence translation reporter; inhibition, % at 5.6 µM; actives 0.17% (n = 220,000);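 active = inhibition above the mean inhibition of all tested compounds plus 3 SD, set separately per screening campaign, cut at about 2.9% in these data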;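 also: PERK kinase domain activated by AP20187 dimerizer at 100 nM; 0% = DMSO with dimerizer and 100% = rapamycin at 8.4 µM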
Rad51 HR inh = human RAD51 strand exchange inhibitors, primary screen, biochemical, fluorescence | DNA repair protein RAD51 homolog 1 (Homo sapiens), Q06609 | hRad51 DNA strand exchange, fluorescence dequenching | inhibition, % at 10 µM | actives 0.085% (n = 200,000) | AID 1385, 2008;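 active = inhibition above 40% at the single screening dose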;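 also: 0% = DMSO control wells and 100% = blanks with heterologous ssDNA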
Target sequence (Q06609 whole entry, looked up): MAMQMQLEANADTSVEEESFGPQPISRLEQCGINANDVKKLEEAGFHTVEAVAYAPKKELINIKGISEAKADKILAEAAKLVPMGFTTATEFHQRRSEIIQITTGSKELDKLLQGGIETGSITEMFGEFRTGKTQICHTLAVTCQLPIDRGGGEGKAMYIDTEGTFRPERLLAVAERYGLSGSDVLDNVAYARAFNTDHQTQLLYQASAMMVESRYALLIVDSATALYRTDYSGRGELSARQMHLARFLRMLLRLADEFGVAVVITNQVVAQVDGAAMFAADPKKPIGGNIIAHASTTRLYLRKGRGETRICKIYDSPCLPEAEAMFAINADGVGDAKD
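material = hRad51 filaments on single-stranded DNA | reagent = Donor/quencher-labelled 47-bp dsDNA substrate | compound = 10 µM final, single point | schedule = strand-exchange reaction 15 min at room temperature | measured by = fluorescein emission 520 nm, excitation 485 nm | read-out basis = % inhibition versus plate control and blank means | benchmarks = plate controls and plate blanks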
Calpain2 inh = inhibitors of pig calpain II, primary screen, biochemical, fluorogenic peptide substrate, 1536-well | purified calpain II, 30 min | inhibition, % at 16 µM | actives 0.37% (n = 220,000);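 active = inhibition above about 50%, limit read from the data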
Cl transport mod = KCC2 cotransporter modulators, thallium flux, primary screen, cell-based, HEK293 KCC2, FluoZin-2 fluorescence, MLSMR | B-score of Tl+ flux slope (higher = more flux/activation; lower = inhibition) at 10 µM | Solute carrier family 12 member 5 (Homo sapiens), Q9H2X9 | AID 1456, 2008 | KCC2 cells, thallium flux FluoZin-2 fluorescence | actives 2.2% (n = 190,000);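 active = thallium flux slope and its plate-corrected score both differing from the plate sample mean at a set confidence after two filtering rounds, in either direction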;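 also: slope of fluorescence scaled to starting intensity during 10 to 20 s after thallium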
eIF4E-4G inh = eIF4E–eIF4G protein interaction inhibitors, primary screen, biochemical, uHTS, TR-FRET, eIF4GI fragment; AID 782, 2007; Eukaryotic translation initiation factor 4E (Mus musculus) + Eukaryotic translation …; actives 0.37% (n = 220,000); TR-FRET eIF4E-eIF4GI(517-606) binding, 2 h; inhibition, % at 21.7 µM;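 active = inhibition above about 30%, limit read from the data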;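 also: 0% = full FRET control wells and 100% = background wells lacking eIF4GI fragment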
TNF necrop inh = inhibitors of TNF-alpha triggered necroptosis, primary screen, cell-based, Jurkat FADD-/-, single concentration; Jurkat FADD-/- TNF necroptosis rescue, ATP luminescence, 24 h; 0 = TNF only, 100 = no-TNF cells; activation (protection from cell death), % at 10 µM; actives 0.068% (n = 220,000);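 active = activation, meaning protection from cell death, of at least 50% relative to plate controls; inactive = activation below 50%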;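 also: necroptosis triggered by 40 ng/mL TNF-alpha added together with compound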
Mdm2 ligase inh = MDM2-luciferase reporter signal enhancers, primary screen, MDM2 E3 ligase inhibitor project, cell-based, luminescence, 1536-well; signal enhancement, % at 5 µM; cell-based MDM2 ubiquitination luciferase reporter, 2 h; 0 = plate control, 100 = twice control, blank-subtracted; actives 0.11% (n = 210,000); E3 ubiquitin-protein ligase Mdm2 (Homo sapiens), Q00987;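 active = signal enhancement of 30% or more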;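 also: luminescence tracks abundance of the self-degrading MDM2-luciferase fusion protein; higher signal means inhibition of MDM2 E3 ligase activity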
Target sequence (Q00987 whole entry, looked up, the tested form may be a part): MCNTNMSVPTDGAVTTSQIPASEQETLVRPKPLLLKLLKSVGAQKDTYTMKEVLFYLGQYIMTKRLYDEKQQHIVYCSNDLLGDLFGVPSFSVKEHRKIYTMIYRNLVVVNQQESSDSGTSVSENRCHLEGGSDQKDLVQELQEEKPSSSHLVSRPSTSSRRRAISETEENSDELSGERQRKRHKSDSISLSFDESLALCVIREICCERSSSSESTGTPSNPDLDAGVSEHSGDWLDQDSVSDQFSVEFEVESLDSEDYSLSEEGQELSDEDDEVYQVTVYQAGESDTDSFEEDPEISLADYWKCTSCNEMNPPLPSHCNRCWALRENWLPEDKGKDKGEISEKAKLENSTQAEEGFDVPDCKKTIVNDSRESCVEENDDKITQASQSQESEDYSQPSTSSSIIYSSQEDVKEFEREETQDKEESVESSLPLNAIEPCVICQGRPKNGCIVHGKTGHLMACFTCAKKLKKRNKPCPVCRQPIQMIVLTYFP
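Test system: stable mammalian line carrying autodegrading MDM2–luciferase fusion reporter; quantity: 2000 cells in each well; times: 4 h cell settling then 2 h compound exposure, 37 °C; detection: luminescence with SteadyLite reagent, 15 min at room temperature; evaluation: percent signal gain over controls, blank-subtracted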
EBV gp42 block = Epstein-Barr virus gp42 inhibitors, primary screen, biochemical, uHTS, fluorescence polarization | Fluorescence polarization binding assay, mP read-out | inhibition, % (tested at 21.74 µM) | actives 0.42% (n = 220,000) | AID 1085, 2008; in the data active = inhibition above about 50%
Target sequence (Q1HVG2 whole entry, looked up): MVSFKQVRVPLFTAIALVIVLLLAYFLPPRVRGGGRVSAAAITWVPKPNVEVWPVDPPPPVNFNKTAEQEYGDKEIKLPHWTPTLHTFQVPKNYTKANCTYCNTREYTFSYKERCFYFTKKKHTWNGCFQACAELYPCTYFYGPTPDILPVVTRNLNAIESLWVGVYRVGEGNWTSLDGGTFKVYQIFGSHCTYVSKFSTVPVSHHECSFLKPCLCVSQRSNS
* hit, by the source's call; / = not tested or not shown; & = joins results of further samples; [ ] = another dose, or the depositor's remark. Compounds as they come; overall some 3.6% were active at least once.

SMILES	zVAD death inh	PERK inhibitor	Rad51 HR inh	Calpain2 inh	Cl transport mod	eIF4E-4G inh	TNF necrop inh	Mdm2 ligase inh	EBV gp42 block
C=CCS/C(=N\n1cnc2ccccc2c1=O)N1CCCCC1	-0.1	-1.3	17.2	3.7	-0.691	-2.1	-0.4	7.6	-22.5
COc1cc(/C=C(\C#N)C(=O)NC2CCCCC2C)ccc1OS(=O)(=O)c1ccc(C)cc1 (stereo unspecified)	-0.8	0.4	-6.7	-95.8	-0.372	-1.0	-11.6	-5.8	-17.4
COC(=O)CC1SC(=O)NC1=Nc1cccc(C)c1 (stereo unspecified)	0.1	0.1	-8.1	-2.6	-0.386	-0.5	2.4	-6.5	-7.5
Cc1nc2ccc(S(=O)(=O)NCC(=O)N3CCc4ccccc43)cc2s1	3.6	1.1	-2.2	1.3	/	-2.0	0.3	25.6	-9.4
Cc1cc(C(=O)CSc2nnc(-c3cccs3)n2Cc2ccccc2)c(C)n1C	-0.3	-1.6	2.6	-25.5	-2.94	-2.6	-6.8	-2.3	-10.4
O=C(O)c1nc(N2CCOCC2)nc(N2CCOCC2)n1	-1.0	0.5	0.5	-13.3	0.574	-1.6	0.5	/	-7.9
CCOC(=O)c1c(C)[nH]c(C)c1C(=O)COC(=O)CNC(=O)C1CCCCC1	1.1	1.6	-20.0	-3.6	0.839	-1.2	0.0	-7.3	-28.8
O=S(=O)(NCc1ccco1)c1ccc2c(c1)Cc1ccccc1-2	-0.3	0.2	-3.5	-18.3	-3.99*	5.7	-5.6	-8.2	-3.9
Cc1nc2nc[nH]n2c(=O)c1NC(=O)CC12CC3CC(CC(C3)C1)C2	-0.2&0.5	-0.3&-0.2	5.6	-12.9&-15.9	0.0238	-2.6&4.9	0.9&-0.9	-23.1&-6.4	-3.0&-28.7
CCc1ccc(-c2cc(C(=O)N/N=C/c3ccco3)[nH]n2)cc1	23.4	1.3	9.8	8.6	0.184	-1.8	0.4	-8.0	-9.0
COc1ccc(-c2csc(N3CCN(c4cc(C)nc5ccccc45)CC3)n2)cc1OC	0.2	0.0	-3.2	-10.9	0.0893	-1.6	-7.6	-17.0	-5.2
O=C(Cn1c(CO)nc2ccccc21)NCc1ccc2c(c1)OCO2	0.0	1.6	18.3	5.8	0.0252	6.4	0.4	-16.4	-15.2

Continued (2 carried over from the part before).
SMILES	zVAD death inh	PERK inhibitor	Rad51 HR inh	Calpain2 inh	Cl transport mod	eIF4E-4G inh	TNF necrop inh	Mdm2 ligase inh	EBV gp42 block
COc1ccc(-c2csc(N3CCN(c4cc(C)nc5ccccc45)CC3)n2)cc1OC	0.2	0.0	-3.2	-10.9	0.0893	-1.6	-7.6	-17.0	-5.2
O=C(Cn1c(CO)nc2ccccc21)NCc1ccc2c(c1)OCO2	0.0	1.6	18.3	5.8	0.0252	6.4	0.4	-16.4	-15.2
COc1ccc(C(=O)N/N=C/c2ccc(OC)c(CN3CCc4cc(OC)c(OC)cc4C3C)c2)cc1 (stereo unspecified)	0.0	-0.2	-34.8	-40.0	0.506	-1.9	-1.6	-0.2	-5.7
CCOc1ccc(-n2c(Cc3cc(=O)[nH]c(=O)[nH]3)nnc2SCC(=O)Nc2nnc(C)s2)cc1	0.0	-1.0	18.0	5.5	0.161	4.3	0.5	-18.7	3.4
COc1cc(C2C3=C(CC(c4ccco4)CC3=O)Nc3ccccc3N2C(C)=O)cc(OC)c1OC (stereo unspecified)	-0.2	0.9	5.6	-46.8	/	0.4[fluorescence artefact?]	-5.1	-19.2	-31.4
CCOC(=O)CNc1nc(Cl)nc(Nc2ccc(C)cc2)n1	-0.6	0.0	/	0.0	0.573	-2.5	0.4	-5.0	-8.8
COc1ccc(NC(=O)C2CCCN2C(=O)Oc2ccccc2)cc1 (stereo unspecified)	1.8	0.8	-7.1	-10.1	0.879	3.0	0.2	1.7	-13.1
Cc1nn(C(C)C(=O)NCc2cccs2)c(C)c1[N+](=O)[O-] (stereo unspecified)	1.3	0.6	-1.9	-14.3	0.802	-0.6	0.7	-19.4	3.2
COc1ccc(NC(=O)CCC(=O)OC(C(=O)c2ccccc2)c2ccccc2)cc1 (stereo unspecified)	0.0	0.9	1.3	15.3	1.43	1.6	0.7	-18.1	2.8
COc1ccccc1NC(=O)c1ccc(-c2ccc(Br)cc2)o1	0.1	-0.5	/	-112.1	/	-13.7	-6.3	-16.6	-31.7
CCOC(=O)c1cc(C(=O)Nc2ccccc2F)nn1C	-0.1	0.7	1.1	25.5	0.74	-0.6[fluorescence artefact?]	0.0	-13.2	3.6
COc1cccc(CNC(=O)CCNS(=O)(=O)c2cccs2)c1	0.8	0.3	-1.2	27.8	-0.928	1.9	1.6	-8.9	-32.8
Cc1ccc(S(=O)(=O)/C(=C/Cl)NC(=O)c2ccccc2)cc1	-0.4	0.3	10.7	-11.8	-0.436	8.5	-10.6	8.6	-13.2
CN(C)C(=O)COC(=O)/C=C/c1cn(-c2ccccc2)nc1-c1cccs1	1.3	0.1	3.6	-125.3	-0.792	-1.6	4.5	-11.2	-1.2
Cc1cc(Cl)ccc1OCC(=O)NCCOc1nc(N2CCCCC2)nc(N2CCOCC2)n1	-0.5	-0.8	/	1.7	-2.43	-1.2	-0.9	-22.7	2.8
CN1C(=O)SC(Nc2cccc3ccccc23)C1=O (stereo unspecified)	-0.5	0.3	9.0	-71.2	-0.763	0.4[fluorescence artefact?]	-0.6	7.5	-20.9
O=C1[C@@H]2Cc3c([nH]c4ccccc34)[C@@H](c3ccccc3)N2C(=O)[C@@H]2Cc3c([nH]c4ccccc34)[C@@H](c3ccccc3)N12	0.2	-0.2	/	-39.2	-0.953	6.7	-15.8	/	-21.7
COC(=O)c1ccccc1OCCN1CCCCCC1	-1.3	-0.3	13.1	-5.4	0.0132	1.6	-1.2	1.0	-0.2
CCS(=O)(=O)NCC(c1cccnc1)N1CCN(c2ccc(F)cc2)CC1 (stereo unspecified)	-0.2	0.7	0.4	-0.3	/	2.9	0.9	-18.1	-9.4
CC(C)C[C@H](NC(=O)c1nc[nH]c1C(=O)NCc1ccccc1)C(=O)OC(C)(C)C	-0.8	0.8	-2.0	60.2*	0.29	3.9	0.9	/	-6.1
O=C(NC(c1ccc(Cl)cc1)c1c(O)ccc2ccccc12)c1ccccc1 (stereo unspecified)	1.0	-1.1	6.0	4.4	-0.0199	-2.4	2.2	-13.6	9.7
COCCn1nnnc1CN1CCN(c2cccc(C(F)(F)F)c2)CC1	0.9	0.7	/	-13.8	0.686	7.7	1.1	-7.6	10.6
COc1ccc(CNC(=O)CCn2cccc2)cc1	-0.5	1.2	/	-27.1	7.58*	-4.5	0.1	-9.8	-4.1
CCN1c2ccccc2NC2N=C(OC)C(c3ccccc3)C21 (stereo unspecified)	25.2	-0.9	6.5	7.2	/	-7.1	-15.5	-4.0	-26.3
COC(=O)/C=C/c1ccc(-n2cncn2)cc1	3.2	0.4	13.5	-2.7	-0.729	1.9	1.4	-6.1	0.9
C=CCNC(=O)C1CCN(c2ccc(S(=O)(=O)N3CCOCC3)cc2[N+](=O)[O-])CC1	1.0	-0.6	-6.1	8.0	0.658	-2.8	0.7	-5.5	1.8
Cc1ccc(NC(=O)C2(NC(=O)c3ccccn3)CCCCC2)cc1Br	-0.4	-0.6	/	19.4	-0.817	4.5	2.2	-8.7	7.3
CC(=O)C1=C(C)NC(SCC(=O)c2ccc(Cl)cc2Cl)=C(C#N)C1c1ccco1 (stereo unspecified)	0.4	-0.6	-11.1	-77.1	/	2.6	-2.5	-15.7	-28.0
Cc1ccc(SCC(=O)NCCN2C(=O)CSC2=O)c(C)c1	-0.1	0.1	2.3	-7.3	0.308	5.2	-1.1	-22.5	-15.2
CCCCSc1cc(C)nc(N)n1	0.6	0.2	-1.9	16.0	-0.0115	-0.6	-1.3	-17.0	-11.1
COc1cc(/C=C2\SC(=O)N(Cc3ccc(F)cc3)C2=O)cc([N+](=O)[O-])c1O	-0.4	0.3	/	-8.7	-2.37	14.7	-2.3	-9.4	58.5*
CCNc1nc(N)nc(Oc2ccc(OCc3ccccc3)nn2)n1	0.0	0.2	/	-19.2	/	3.1	-3.1	3.5	-11.9
O=C(c1ccco1)N1CCN(C(=O)c2[nH]ncc2[N+](=O)[O-])CC1	-0.2	1.6	6.8	12.8	0.0583	3.9	0.7	6.5	-6.0
O=C(Cn1cnc2ccccc2c1=O)N1CCN(c2ccccc2)CC1	0.1	-0.8	4.2	13.7	-0.582	3.0[fluorescence artefact?]	-0.2	-8.3	8.4
Cc1ccc(C)c(CSc2nc3[nH]ncc3c(=O)[nH]2)c1	4.2	1.4	-4.7	-8.7	-0.776	2.3	-6.2	-6.3	-11.2
O=C(Nc1ccccc1N1CCN(c2ccccc2)CC1)c1ccccc1F	2.4	1.0	11.4	-2.7	-0.53	1.9	0.1	-4.1	-20.4
COc1ccc(NC(=S)N2CCN(Cc3ccco3)CC2)c(OC)c1	0.3	0.0	0.3	-7.8	-0.384	4.4	-0.3	-8.6	-13.8
O=C(CCc1nnc(Cc2ccc(-c3ccccc3)cc2)o1)NCCc1cccnc1	-0.5	0.9	-15.2	-6.4	0.212	0.1	-0.9	-13.0	-14.6
COC(=O)c1ccc(C(=O)OC)c(NC(=S)N2CCN(c3ccccc3)CC2)c1	-0.1	-1.2	-0.3	3.3	/	0.7	-1.1	-21.1	-10.8
Cc1occc1-c1nnc(SCC(=O)N2c3ccccc3CCc3ccccc32)n1C	-0.2	-1.6	-1.9	7.3	0.0408	3.2[fluorescence artefact?]	-1.9	4.7	-11.6
Cc1ccc(-c2nc3ncccc3o2)cc1NC(=O)c1ccco1	0.7	-1.7	2.8	/	1.3	/	0.2	/	/
CCOC(=O)C(NCc1ccccc1OC)(NC(=O)c1ccccc1)C(F)(F)F (stereo unspecified)	-0.2	0.2	-0.6	16.5	-0.489	7.6	-0.6	-4.9	-9.0
CCOC(=O)c1sc(NC(=O)CSc2n[nH]c(-c3ccncc3)n2)c(C#N)c1C	-0.8	-1.4	-3.7	-28.4	-0.786	-8.9	0.8	-9.2	-29.6
O=C(NCCO)c1ccc(Oc2ccc(C(F)(F)F)cc2[N+](=O)[O-])cc1	0.4	-0.4	-16.1	-25.1	0.509	-0.9	0.7	-7.9	-13.9
